# CR mimetic SO – lowers age-related superoxide in aged yeast cells | S. cerevisiae aged cells, superoxide DHE fluorescence; stronger effect = lower value | superoxide response (% of plate mean), % at 10 µM | hit rate 0.18% among 330,000 | AID 2690;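 active = superoxide response under a set limit, about three screen SD below normal, cut at about 65% in these data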;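 also: yeast aged for seven days with compound at 30 °C before DHE staining; 100% = average MFI of all compound-treated wells on the plate with controls excluded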
# GLD-1 TGE inh – GLD-1-TGE RNA interaction inhibition (C. elegans); Q17339; purified GLD-1 + fluorescein TGE RNA, fluorescence polarization; inhibition, % at 5.96 µM; hit rate 0.44% among 320,000;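 active = percent inhibition above a per-plate cutoff, the plate mean of test compounds plus 3 SD, cut at about 30% in these data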;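 also: 0% = DMSO wells with GLD-1 and probe and 100% = wells lacking GLD-1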
# Target sequence (Q17339 whole entry, looked up): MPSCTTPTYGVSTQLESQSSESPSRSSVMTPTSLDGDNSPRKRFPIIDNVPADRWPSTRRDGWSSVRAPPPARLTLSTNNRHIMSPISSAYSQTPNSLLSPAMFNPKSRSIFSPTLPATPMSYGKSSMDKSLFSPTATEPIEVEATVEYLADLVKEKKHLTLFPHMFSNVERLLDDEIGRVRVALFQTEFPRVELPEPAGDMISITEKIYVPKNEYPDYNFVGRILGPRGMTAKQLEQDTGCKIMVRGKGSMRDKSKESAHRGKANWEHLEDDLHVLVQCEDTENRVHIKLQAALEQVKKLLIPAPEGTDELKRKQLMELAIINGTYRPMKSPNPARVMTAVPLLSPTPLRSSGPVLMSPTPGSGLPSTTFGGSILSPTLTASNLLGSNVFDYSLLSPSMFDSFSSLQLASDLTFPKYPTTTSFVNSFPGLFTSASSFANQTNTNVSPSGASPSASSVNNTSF
# MEX-5 binding – C. elegans MEX-5 TCR-2 RNA binding activity | hit rate 0.38% among 300,000 | Q9XUB2 | MEX-5/FITC-TCR2 RNA binding, fluorescence polarization; stronger effect = lower value | activity score (negative = inhibition of binding), % at 10 µM;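 active = inhibition past about -25% in most replicates, and total fluorescence under double the plate's negative control median, limit read from the data; inconclusive = replicates evenly split on the limit, or fluorescence at least double controls; inactive = too little inhibition in most replicates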;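 also: 0% = DMSO and -100% = 5 µM competing unlabeled TCR2 RNA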
# Target sequence (Q9XUB2 whole entry, looked up): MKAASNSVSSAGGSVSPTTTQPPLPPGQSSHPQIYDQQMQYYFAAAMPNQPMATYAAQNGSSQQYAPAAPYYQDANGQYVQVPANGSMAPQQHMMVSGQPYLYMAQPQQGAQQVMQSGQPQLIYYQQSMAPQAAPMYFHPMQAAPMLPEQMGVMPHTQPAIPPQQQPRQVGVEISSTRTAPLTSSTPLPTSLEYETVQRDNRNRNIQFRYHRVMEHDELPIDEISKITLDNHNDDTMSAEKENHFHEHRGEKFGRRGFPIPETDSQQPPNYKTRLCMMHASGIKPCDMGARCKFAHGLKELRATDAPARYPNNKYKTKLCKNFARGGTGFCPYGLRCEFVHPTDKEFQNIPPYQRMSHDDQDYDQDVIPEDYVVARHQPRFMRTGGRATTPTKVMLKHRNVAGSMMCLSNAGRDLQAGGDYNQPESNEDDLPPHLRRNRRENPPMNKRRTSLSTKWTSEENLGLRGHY
# CIT2 TOR yeast – yeast TOR pathway CIT2-GFP modulation. S. cerevisiae CIT2-GFP strain, flow cytometry, 3 h; 100 means same as DMSO wells. GFP response vs DMSO, % at 10 µM. hit rate 0.065% among 320,000. AID 2029;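 active = GFP response relative to DMSO above a set limit, near the screen mean plus 3 SD, cut at about 150% in these data; inconclusive = Fewer than 70 cells measured for a yeast strain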;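 also: ratio of well median GFP fluorescence to mean of DMSO wells on the plate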
# GRK2 aptamer HTS – inhibitors of human GRK2 displacing RNA aptamer; inhibition of aptamer binding, % at 10 µM; AID 488847; hit rate 0.59% among 330,000; P25098; bead flow cytometry, FAM-aptamer displacement from GRK2;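 active = inhibition of aptamer binding above 40%, roughly 3 SD of noise, on plates passing a quality check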;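 also: median bead fluorescence of bound FAM aptamer so fluorescent compounds give negative values; no value below 0 was filed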
# VLA-4 inh – inhibition in a human VLA-4 binding assay | inhibition, % (about 7 µM as worked out from the volumes in the protocol) | P13612 | hit rate 0.2% among 330,000 | VLA-4 expressing cells, ligand binding flow cytometry; in the data active = inhibition above about 50%
# MCL1 BIM primary – disrupts human MCL1 binding to BIM-BH3 peptide | GST-MCL1 / FITC-Bim-BH3 fluorescence polarization | inhibition, % at 10.9 µM | hit rate 0.68% among 320,000 | AID 2057;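 active = inhibition above the mean inhibition of all tested compounds plus 3 SD, set per campaign, cut at about 40% in these data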;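 also: 0% = DMSO wells and 100% = unlabeled Bim-BH3 peptide control; higher means more loss of mP so more displacement of Bim peptide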
# BCLXL inh – Bcl-xL (human) inhibition. AID 2129. hit rate 0.7% among 320,000. inhibition, % at 10.9 µM. GST-Bcl-xL / FITC-Bim BH3 peptide fluorescence polarization;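 active = inhibition above the mean of all tested compounds plus 3 SD, cutoff set per campaign, cut at about 30% in these data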;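 also: 0% = DMSO wells and 100% = unlabeled Bim-BH3 peptide competitor; inhibitors lower millipolarization by displacing the labeled peptide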
# AGP1-GFP MLPCN – modulators of TOR pathway AGP1-GFP in S. cerevisiae | S. cerevisiae AGP1-GFP multiplex flow cytometry, 3 h; GFP as percent of DMSO wells | GFP response vs DMSO, % at 10 µM | hit rate 0.02% among 320,000 | AID 2066;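 active = GFP response relative to DMSO above a set limit, near screen average plus 3 SD, cut at about 150% in these data; inconclusive = fewer than 70 cells counted for the yeast strain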;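 also: median GFP channel fluorescence of the gated AGP1 strain per well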
# Active calls of the source: *; ? = inconclusive; . = no result given. Outcome played no part in choosing rows; about 2.1% have a hit in one of these screens.
SMILES,CR mimetic SO,GLD-1 TGE inh,MEX-5 binding,CIT2 TOR yeast,GRK2 aptamer HTS,VLA-4 inh,MCL1 BIM primary,BCLXL inh,AGP1-GFP MLPCN
Cc1cc(C(F)(F)F)n2nc(-c3cccs3)cc2n1,97,-1,1.1,97,1,1,-7,-2,101
COc1ccccc1C(=O)Nc1ccnn1C1CCN(Cc2cn(C)c3ccccc23)CC1,92,-2,-0.4,101,0,3,9,4,111
Cc1cc(OCCCn2ccnc2)ccc1C(C)C,99,-2,0.0,97,5,3,-1,7,101
Nc1ccc(CC2SC(=O)NC2=O)cc1 (centres undefined),100,-1,-1.2,?,1,2,8,9,?
Cn1c(NC(=O)c2ccccc2NC(=O)C(C)(C)C)nc2ccccc21,114,8,0.9,94,0,-19,-10,-7,102
CCOC(=O)C1(Cc2cccc(OC)c2)CCCN(C(=O)c2cc(CC(C)C)[nH]n2)C1 (centres undefined),88,-2,-0.1,101,3,-12,1,2,98
Nc1nc(NCc2ccco2)nc(Nc2cccc(F)c2)c1[N+](=O)[O-],114,-4,-2.4,89,0,3,7,5,96
COC(=O)c1ccc(-n2nnnc2SCc2nn[nH]n2)cc1,100,6,2.3,100,1,-2,5,6,100
CCOC(=O)/C(C#N)=C/c1c(N2CCCCCC2)nc2ccccn2c1=O,93,-9,-1.4,100,2,-9,-4,-2,96
O=C(CCn1c(=O)oc2ccccc21)Nc1ccccc1,102,-6,-2.6,102,0,17,2,3,105
COc1cccc(CN2CC(C(=O)NCCC3=CCCCC3)CCC2=O)c1 (centres undefined),89,-4,2.2,88,0,3,5,3,90
COc1ccc(Nc2c(-c3ccco3)nc3ccc(C)cn23)cc1,94,1,-1.5,107,0,-6,2,1,104
COc1cccc(NC(=O)COC(=O)CNC(=O)C2CCCCC2)c1,80,2,.,101,2,8,3,2,112
C/C(=N\NC(=O)Cc1ccccc1[N+](=O)[O-])c1cccnc1,.,0,-1.0,107,1,2,2,1,101
O=C1CC2(CCN(C(=O)c3ccc([N+](=O)[O-])cc3)CC2)Oc2ccccc21,105,-1,4.0,111,0,-11,4,6,105
CCOC(=O)c1[nH]c(C)c(C(=O)N2CCOCC2)c1C,99,4,-0.1,98,2,38,3,-1,107
Cc1ccc2nc(-c3ccc(NC(=O)CCS(=O)(=O)c4ccccc4)cc3)sc2c1,89,-12,-6.9,96,0,12,-3,-2,89
O=C(COC(=O)c1n[nH]c2ccccc12)NCCc1ccc(Cl)cc1,88,0,.,93,2,16,-7,-2,101
O=C(Cn1[nH]c(=O)c2ccccc2c1=O)OCC(=O)c1ccc(F)c(F)c1,96,0,.,99,8,-3,.,.,102
Cc1cccc(OCC(O)Cn2c(=N)n(CCN3CCOCC3)c3ccccc32)c1 (centres undefined),97,4,0.9,101,0,-12,2,17,101

# Next section; it opens with the 2 that closed the last part.
SMILES,CR mimetic SO,GLD-1 TGE inh,MEX-5 binding,CIT2 TOR yeast,GRK2 aptamer HTS,VLA-4 inh,MCL1 BIM primary,BCLXL inh,AGP1-GFP MLPCN
O=C(Cn1[nH]c(=O)c2ccccc2c1=O)OCC(=O)c1ccc(F)c(F)c1,96,0,.,99,8,-3,.,.,102
Cc1cccc(OCC(O)Cn2c(=N)n(CCN3CCOCC3)c3ccccc32)c1 (centres undefined),97,4,0.9,101,0,-12,2,17,101
COc1ccc(CN(C)CC(=O)Nc2c(C)cccc2C)c(OC)c1,117,-9,0.4,107,0,-10,-2,-4,103
COc1ccc(Cc2nnc(NC(=O)C3CCCO3)s2)cc1 (centres undefined),102,5,1.4,92,0,-8,0,4,100
Cc1ccc(S(=O)(=O)N(CC(=O)O)Cc2ccccc2F)cc1,87,5,-0.1,.,1,5,10,7,107
COc1ccc(CCNC(=O)C2CCN(C(=O)c3ccc(C(C)(C)C)cc3)CC2)cc1,95,8,-2.9,108,0,6,3,8,107
CCN(Cc1nc(-c2ccc(OC)cc2)no1)C(=O)c1ccoc1C,112,3,1.9,102,2,5,3,5,106
CCN(CC)C(=O)c1nc[nH]c1C(=O)O[C@@H](C)c1ccccc1,113,2,.,98,3,7,.,.,100
CCOc1ccc(C(=O)Nc2ccc(NC(=O)c3ccco3)c(Cl)c2)cc1Br,90,6,1.1,107,0,-6,-11,-3,101
O=C(CNC(=O)c1ccccc1)N=Nc1c(O)[nH]c2ccc(Br)cc12,89,0,-1.3,105,0,-4,2,6,102
COc1cccc(CNC(=O)C2CCCN(S(=O)(=O)c3ccc4c(c3)C(C)(C)C(=O)N4C)C2)c1 (centres undefined),105,2,-1.9,99,2,41,-6,-2,103
CC(=O)Nc1ccc(NC(=O)CN(c2ccc(C34CC5CC(CC(C5)C3)C4)cc2)S(C)(=O)=O)cc1,100,0,-1.0,100,3,23,-1,2,100
O=C(Nc1ccc(N2CCN(C(=O)c3ccco3)CC2)cc1)c1ccc([N+](=O)[O-])cc1Cl,87,2,1.1,101,0,-1,4,2,104
O=P(c1ccccc1)(c1ccccc1)C(O)c1ccccn1 (centres undefined),97,-1,-0.2,98,1,-5,2,-2,115
COc1ccc(CNC(=O)C2CCN(S(=O)(=O)c3ccc4c(c3)NC(=O)CO4)CC2)cc1,140,8,-0.4,93,0,2,-4,-3,98
O=C(Nc1nc2ccccc2s1)C1CCN(S(=O)(=O)c2cc([N+](=O)[O-])ccc2Cl)CC1,114,8,-0.4,103,9,4,23,8,104
COC(=O)/C(=C(/F)SCC(C)=O)C(F)(F)F,109,19,-2.5,95,0,24,20,16,101
O=C(CSc1nnc(NC(=O)c2ccccc2Cl)s1)NC1CC1,96,-9,-0.3,103,1,2,-10,0,30
CCNc1ccc(N=Nc2c(C)n(C)n(-c3ccccc3)c2=O)cc1,102,-15,-1.2,101,4,8,-6,-5,99
Cc1c(C(=O)N2CCCCC2)c(S(=O)(=O)N2CCc3ccccc32)c(C)n1C,87,2,0.2,98,1,4,-5,0,99
CC1(C)Cc2c(sc3nc4n(c(=N)c23)CCC4)CO1,93,4,0.2,99,1,-11,-2,5,98
CCCCCC(=O)N=Nc1c(O)[nH]c2ccc([N+](=O)[O-])cc12,100,-3,0.9,116,3,5,8,5,110
O=C(Nc1ccnn1C1CCN(Cc2cccc(OCCO)c2)CC1)C1CCCC1,95,3,1.0,101,3,5,16,6,102
COc1ccc(N2CCN(C(=O)c3cccc(S(=O)(=O)N4CCc5ccccc54)c3)CC2)cc1,80,5,.,99,5,6,.,.,99
COc1cc(CNC2CCCCCCC2)cc(Cl)c1OCC(N)=O,97,1,0.7,100,0,1,-3,0,90
COC(=O)c1cc(C(=O)c2cc(Br)ccc2O)coc1=N,101,1,0.1,89,1,-1,-2,2,98
CCOc1ccccc1NC(=O)C1(S(=O)(=O)c2ccc(Cl)cc2)CC1,95,1,2.0,96,4,0,2,-1,104
c1ccc(COC2CCCN(Cc3nc(Cc4ccccc4)no3)C2)cc1 (centres undefined),114,6,2.9,102,1,2,5,1,104
O=C(Cn1c(-c2cscn2)nc2ccccc21)Nc1ccc(Cl)cc1,99,10,0.5,95,4,10,-7,2,102
Cc1ccc(CSc2ccc(-c3ccco3)nn2)cc1,93,6,-1.2,102,0,6,19,12,107
Cc1ccc(/C(=N\O)c2oc3c(C)c4oc(=O)cc(C)c4cc3c2C)cc1,108,3,1.3,99,2,-13,2,3,103
CCOc1cc(NC(=O)C2CCCCC2)c(OCC)cc1NC(=O)c1ccco1,97,4,0.6,99,0,12,-1,2,102
Cc1cc(NC(=O)/C=C/C(=O)N(c2ccccc2C)C(C(=O)NC2CCCC2)c2ccc(F)cc2)no1 (centres undefined),120,6,-1.5,.,0,18,-3,-4,87
O=C(NC(=S)Nc1ccccc1N1CCCCC1)c1ccco1,96,-1,0.6,118,0,-4,10,7,108
Cc1ccc2cc(CN(CCCO)S(=O)(=O)c3cccc4nsnc34)c(=O)[nH]c2c1C,86,-4,-1.3,103,0,-4,13,0,99
CC(=O)Nc1ccc(N(C(=O)c2ccco2)C(C(=O)NC2CCCC2)c2ccc(N3CCOCC3)cc2)cc1 (centres undefined),104,-5,1.1,98,2,-6,-7,6,101
COc1ccc(C(=O)NCC2CCCN2S(=O)(=O)c2cccs2)cc1OC (centres undefined),104,10,-1.5,90,3,-8,4,5,105
O=C(NCCNS(=O)(=O)c1ccc(C(F)(F)F)cc1)N1CCOCC1,111,2,0.0,97,1,-3,1,2,104
COc1ccc(-c2ccc(C#N)c(SCC(=O)Nc3sc4c(c3C#N)CCC4)n2)cc1,107,-12,5.9,99,1,5,-27,-12,94
CC(C)(C)NC(NC(=O)Cc1ccccc1)C(Cl)(Cl)Cl (centres undefined),97,0,1.6,103,0,20,2,1,100
COc1ccccc1CCC(=O)NNC(=O)c1ccccc1,113,7,0.5,95,0,7,4,7,99
CSc1ncc(CN2CCCCC2C(=O)Nc2ccc(Oc3ccccc3)nc2)cn1 (centres undefined),101,-2,-7.6,96,0,-12,-8,-3,93
C=CCNS(=O)(=O)c1ccc2nsnc2c1,101,-6,-1.0,104,1,-1,-2,5,105
CCC(C)NC(=O)C(Cc1ccccc1)NS(=O)(=O)c1ccc2c(c1)oc(=O)n2C (centres undefined),91,6,-2.8,103,0,0,-7,-3,108
S=c1[nH]nc(CN2CCCCC2)n1Cc1ccccc1,88,-3,-3.0,96,0,5,-5,-21,93
Cc1nn(-c2cccc(Cl)c2)c2nc(C(F)(F)F)[nH]c(=O)c12,100,-4,-0.7,98,1,19,8,7,94
CCC1CN(S(=O)(=O)c2ccc3c(c2)NC(=O)CC(=O)N3)c2cc(Cl)ccc2O1 (centres undefined),90,6,-2.3,99,0,30,3,2,100
CCN(c1ccc(OC)cc1)S(=O)(=O)c1ccc(-c2cc(C)no2)s1,100,8,0.6,85,2,-1,0,5,92
CCOC(=O)C1C(c2cccs2)NC(=O)N(C)C1(O)C(F)(F)F (centres undefined),92,4,-0.8,96,3,6,-1,-2,98
O=C(Nc1ccc2nc3n(c(=O)c2c1)CCCC3)c1ccc(Cl)nc1,101,5,2.2,94,1,5,3,2,98
COc1ccc(OC)c(C2N(c3ccc(Cl)cc3)C(=O)C3CCCN32)c1 (centres undefined),93,-2,-1.0,93,0,3,-4,0,94
CCC1SC2=NC(C)=C(C(=O)OCCOC)C(/C=C/c3ccccc3OC)N2C1=O (centres undefined),110,6,0.8,98,0,-3,4,7,103
O=C(Nc1ccc(Cl)cc1)Nc1ccc2c(c1)OCO2,104,-3,1.0,91,6,-10,10,-1,94
O=C(CN(CCc1ccccc1)C(=O)Cn1nnc(-c2cccs2)n1)NCc1ccco1,92,3,-2.6,108,1,6,4,-1,105
CCOCc1cnc(C)nc1NCC(=O)c1c(C)[nH]c2cc(C)ccc12,92,4,-2.7,104,0,3,-14,-12,104
C=CCN(C(=O)c1csnn1)C(C(=O)NC(C)(C)C)c1ccncc1 (centres undefined),108,-8,-0.7,99,0,7,3,1,89
Nn1c(SCC(=O)Nc2cc(C(F)(F)F)ccc2Cl)nncc1=O,105,-3,-1.7,89,3,-23,2,1,93
Cc1ccc(-c2nnn(CC(=O)NC3CCN(Cc4ccccc4)CC3)n2)cc1,154,-5,1.1,102,0,-3,-2,-5,105

# Screening results from PubChem.
